# Assay outcomes as filed in PubChem.
# MBD2 inh: inhibitors of human MBD2 binding to methylated oligonucleotide; inhibition, % at 4.4 µM; TR-FRET; Q9UBB5; 370,000 tested, 0.31% active; in the data active = inhibition above about 13%
# PLC-beta3 inh: inhibitors of human phospholipase C beta3; Q01970; Purified PLC-beta3, fluorogenic substrate, fluorescence; inhibition, % at 12.2 µM; 370,000 tested, 0.18% active; in the data active = inhibition above about 11%;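 note: 0% = median of compound wells on plate and 100% = full blocker control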
# Target sequence (Q01970 whole entry, looked up): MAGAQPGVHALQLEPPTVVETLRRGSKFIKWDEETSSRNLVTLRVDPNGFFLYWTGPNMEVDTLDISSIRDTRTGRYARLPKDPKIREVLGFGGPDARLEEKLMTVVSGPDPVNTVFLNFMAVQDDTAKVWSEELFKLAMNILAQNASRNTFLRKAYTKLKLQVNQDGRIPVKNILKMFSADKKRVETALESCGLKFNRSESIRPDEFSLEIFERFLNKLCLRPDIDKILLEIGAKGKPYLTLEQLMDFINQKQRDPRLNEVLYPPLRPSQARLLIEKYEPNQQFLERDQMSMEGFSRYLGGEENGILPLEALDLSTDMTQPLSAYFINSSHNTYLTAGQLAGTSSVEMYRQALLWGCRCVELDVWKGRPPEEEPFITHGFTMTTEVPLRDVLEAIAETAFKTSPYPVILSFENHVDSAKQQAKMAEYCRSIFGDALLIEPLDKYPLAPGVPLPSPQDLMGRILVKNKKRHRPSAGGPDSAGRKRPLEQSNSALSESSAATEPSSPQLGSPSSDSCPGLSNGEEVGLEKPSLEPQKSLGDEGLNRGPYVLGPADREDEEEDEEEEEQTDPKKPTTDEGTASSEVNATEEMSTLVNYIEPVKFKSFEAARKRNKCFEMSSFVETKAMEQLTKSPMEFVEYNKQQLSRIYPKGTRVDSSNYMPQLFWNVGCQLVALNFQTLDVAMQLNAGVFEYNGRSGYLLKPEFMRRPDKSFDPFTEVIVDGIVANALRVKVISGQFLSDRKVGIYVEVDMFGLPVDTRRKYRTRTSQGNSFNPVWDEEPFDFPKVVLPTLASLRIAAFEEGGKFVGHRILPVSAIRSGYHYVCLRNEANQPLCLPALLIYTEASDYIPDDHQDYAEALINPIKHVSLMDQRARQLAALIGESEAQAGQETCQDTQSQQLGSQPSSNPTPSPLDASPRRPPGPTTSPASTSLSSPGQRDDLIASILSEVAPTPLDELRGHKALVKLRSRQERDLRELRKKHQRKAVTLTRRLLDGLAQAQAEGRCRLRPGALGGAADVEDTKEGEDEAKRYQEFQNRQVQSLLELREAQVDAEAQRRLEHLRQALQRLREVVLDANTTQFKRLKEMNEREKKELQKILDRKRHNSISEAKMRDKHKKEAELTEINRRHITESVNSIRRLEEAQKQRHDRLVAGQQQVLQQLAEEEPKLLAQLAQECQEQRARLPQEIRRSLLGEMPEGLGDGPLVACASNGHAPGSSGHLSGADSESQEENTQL
# PLC-gamma1 inh: inhibitors of human phospholipase C gamma1; P19174; purified PLC-gamma1, fluorogenic substrate, fluorescence; inhibition, % at 12.2 µM; 370,000 tested, 0.84% active; AID 720700; in the data active = inhibition above about 9.5%
# DDE Tn6 FP inh: inhibitors of Tn6 peptide binding to human fibrin DD(E); Fibrin DD(E) TRITC-Tn6 fluorescence polarization displacement; inhibition, % at 8.3 µM; 370,000 tested, 0.21% active; AID 720509; P02675;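 active = inhibition above a per-campaign cutoff: mean of compounds within control limits plus 3 SD, cut at about 15% in these data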;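 note: 0% = median of all compound wells on the plate and 100% = blocking peptide control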
# ARFGAP1 inh: rat ARFGAP1 inhibition; AID 651572; 360,000 tested, 0.26% active; Arfgap1-stimulated ARF1 GTP hydrolysis, GDP FP detection; inhibition, % at 16.5 µM;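 active = inhibition above a per-plate limit, mean inhibition of low control wells plus 3 SD, cut at about 25% in these data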;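 note: 0% = DMSO wells with enzyme and 100% = wells lacking Arfgap1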
#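 material = rat Arfgap1 catalytic domain, aa 1-136 | also added = human ARF1(Δ1-17)-GTP substrate | compound dosing = one concentration, 16.5 µM, DMSO 1.26% | times = GTP hydrolysis reaction 2 h at 25 °C | measured by = FP, GDP Alexa 633 tracer displaced from anti-GDP antibody, 620/688 nm | evaluation = percent inhibition of Arfgap1-stimulated GTP hydrolysis | replication = single well per compound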
# ASAP1 inh: inhibitors of human ASAP1 ArfGAP activity; Q9ULH1; ASAP1-stimulated ARF1 GTP hydrolysis, GDP FP detection; inhibition, % at 16.5 µM; 360,000 tested, 0.19% active; AID 624377; in the data active = inhibition above about 25%;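 note: 0% = vehicle with enzyme and substrate and 100% = no enzyme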
# DDE Tn7 FP inh: DD(E)-Tn7 binding inhibition, primary FP screen. P02675. FP displacement of FITC-Tn7 peptide from fibrin DD(E); 0% = median of compound wells per plate. inhibition, % at 8.3 µM. 370,000 tested, 0.13% active;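 active = inhibition above the mean of compounds falling within the control limits plus 3 SD of them, cut at about 14% in these data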;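 note: 0% = plate median of compound wells and 100% = 10 µM Aha-Tn7 peptide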
#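 System: human fibrin DD(E); quantity: Fibrin-DD(E) at 2 µM final; also added: fluorescent Tn7 probe at 0.1 µM; compound dosing: single nominal test concentration of 8.3 µM per compound; schedule: 10 min preincubation, 3 h with tracer, room temperature; detection: fluorescence polarization of the labelled Tn7 tracer; repeats: one replicate per compound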
# UHRF1 MBD2 ctr: UHRF1 methyl-DNA binding inhibition. Q96T88. UHRF1 binding to methylated oligo, TR-FRET. 370,000 tested, 0.75% active. inhibition, % at 4.4 µM; in the data active = inhibition above about 21%;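 note: UHRF1 SRA domain binding a hemimethylated CpG hairpin DNA probe; 0% = median of test compound wells and 100% = reference inhibitor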
# ADAM17 inh: ADAM17 inhibition, QFRET primary screen. recombinant ADAM17, EDANS/DABCYL FRET peptide cleavage. inhibition, % at 6.95 µM. 370,000 tested, 0.83% active;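 active = inhibition above the mean of compounds lying between control limits plus 3 SD, set per campaign, cut at about 8.5% in these data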;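 note: 0% = DMSO-only wells as the low control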
# proKLK7 act: activates the human kallikrein-7 zymogen | P49862 | activation, % at 7 µM | 370,000 tested, 0.9% active | purified proKLK7, EDANS-DABCYL substrate fluorescence; 100% is mature enzyme control, 0% vehicle;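 active = activation above the mean of all tested compounds plus 3 SD, computed per campaign excluding outliers beyond control limits, cut at about 13% in these data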
# An asterisk follows results filed as active; i = inactive; / = no result given.
SMILES,MBD2 inh,PLC-beta3 inh,PLC-gamma1 inh,DDE Tn6 FP inh,ARFGAP1 inh,ASAP1 inh,DDE Tn7 FP inh,UHRF1 MBD2 ctr,ADAM17 inh,proKLK7 act
CC1CCCCC1N(C(=O)c1cc(C2CC2)on1)C1CCCCCC1 (configuration not stated),2,-2,0,-7,/,/,7,1,-4,0.5
COc1ccc(Cl)cc1NC(=O)c1cc(C)no1,1,-4,6,-6,3,-5,2,2,0,-0.3
COc1ccc(-n2nc(C(=O)NCC(=O)NC3CCCC(C)C3C)c3ccccc3c2=O)c(OC)c1 (configuration not stated),4,2,-2,-3,9,-7,-5,0,1,-0.4
CCN1C(=O)c2ccccc2S(=O)c2ccc(C(=O)NC3CC3)cc21 (configuration not stated),-5,2,-1,12,5,-13,4,-1,-4,-0.8
CN1C(=O)C2ON(c3ccccc3)C(c3cccs3)C2C1=O (configuration not stated),-5,6,0,3,-5,11,-1,-1,-1,-0.4
CCCCCN1C=CC=C/C1=C\C=C(C#N)C#N,-11,-6,-7,8,6,11,-3,-11,-2,-0.1
O=C(CSc1ncc(-c2ccccc2)nn1)NCc1ccco1,1,-1,-1,-6,-2,0,0,-2,-3,0.1
O=C(C[C@H]1C(=O)N(Cc2cccnc2)C[C@@H]1Cc1ccccc1)Nc1ccc(Br)cc1,-3,2,1,-5,-3,4,-4,-1,3,0.5
CCN(C1CCCCC1)S(=O)(=O)c1ccc(S(=O)(=O)N(CC(=O)Nc2ccccc2)C2CC2)cc1,3,-3,0,-1,8,-4,4,-1,-6,0.3
CCCNC(=O)NCc1ccc(N2CCCC2=O)cc1,1,1,-1,3,2,2,9,0,-4,-0.3
Cc1cc(S(=O)(=O)Nc2nc(CN3CCOCC3)nc3sc4c(c23)CCCC4)ccc1F,2,-20,-13,-1,-9,2,2,-5,-9,-1.5
Cc1ccccc1/C(N)=N/OC(=O)N1c2ccccc2Sc2ccccc21,2,-9,-4,1,5,2,0,7,2,-0.7
COc1cc(-c2csc(NC3CCCCC3)n2)cc(OC)c1OC,-3,-10,0,-13,1,-11,3,0,0,0.6
CC(=O)C1=C(c2ccccc2)OC(N)=C(C#N)C1c1ccccc1F (configuration not stated),0,-14,-12,0,4,-5,4,3,-3,-0.1
COc1ccc(/C=C(/NC(=O)c2ccc(OC)c(OC)c2)C(=O)NCCc2c[nH]c3ccccc23)cc1,1,2,-2,8,-1,-12,3,0,3,-0.4
CCCCCC(=O)N1C[C@H](n2cc(C3CC3)nn2)[C@@H](O)C[C@@H]1c1ccc(Cl)cc1,5,1,1,2,-1,8,0,-3,-3,0.0
Cc1ccc(Cl)c(OCCN2CCCC(C)C2)c1 (configuration not stated),3,0,-2,-2,11,3,1,6,-2,0.0
Cc1ccc(C(=O)Nc2ccccc2C(=O)Nc2ccccn2)cc1Cl,-2,-7,-2,12,0,7,1,-2,-1,-0.3
COC(=O)[C@@]12CCCCN1[C@H](c1ccc(-c3cccc(Cl)c3)c(OC)c1)[C@H]1C(=O)N(C)C(=O)[C@H]12,1,1,-2,4,1,6,3,-3,0,0.2
C#CCN(C[C@@H]1[C@@H](OC(=O)NCCCCCC)[C@@H](OC(=O)NCCCCCC)Cn2c(=O)n(CCCCCC)c(=O)n21)S(=O)(=O)c1ccc(C)cc1,-3,-1,-2,-4,-8,-7,5,-2,-4,0.6

# Whole records, looked up by structure. Screens in order: MBD2 inh, PLC-beta3 inh, PLC-gamma1 inh, DDE Tn6 FP inh, ARFGAP1 inh, ASAP1 inh, DDE Tn7 FP inh, UHRF1 MBD2 ctr, ADAM17 inh, proKLK7 act
# COc1cc(-c2csc(NC3CCCCC3)n2)cc(OC)c1OC reads -3, -10, 0, -13, 1, -11, 3, 0, 0, 0.6
# C#CCN(C[C@@H]1[C@@H](OC(=O)NCCCCCC)[C@@H](OC(=O)NCCCCCC)Cn2c(=O)n(CCCCCC)c(=O)n21)S(=O)(=O)c1ccc(C)cc1 reads -3, -1, -2, -4, -8, -7, 5, -2, -4, 0.6
# Cc1cc(S(=O)(=O)Nc2nc(CN3CCOCC3)nc3sc4c(c23)CCCC4)ccc1F reads 2, -20, -13, -1, -9, 2, 2, -5, -9, -1.5
# COC(=O)[C@@]12CCCCN1[C@H](c1ccc(-c3cccc(Cl)c3)c(OC)c1)[C@H]1C(=O)N(C)C(=O)[C@H]12 reads 1, 1, -2, 4, 1, 6, 3, -3, 0, 0.2

# (listing goes on)
SMILES,MBD2 inh,PLC-beta3 inh,PLC-gamma1 inh,DDE Tn6 FP inh,ARFGAP1 inh,ASAP1 inh,DDE Tn7 FP inh,UHRF1 MBD2 ctr,ADAM17 inh,proKLK7 act
COc1ccc(CN2C(=O)c3ccccc3C2=O)cc1C(=O)N(C)CC(=O)Nc1ccc(C)cc1,-3,7,5,-2,-4,-13,0,1,3,-0.6
CN(C(=O)COc1coc(CN2CCN(c3ccccc3)CC2)cc1=O)c1ccccc1,0,-5,3,0,2,-1,1,3,-3,0.3
O=C(Nc1cc(S(=O)(=O)Nc2ccccc2Cl)ccc1O)c1ccc(F)cc1F,-5,-14,-9,9,14,-9,11,-2,0,-0.2
O=C(NC(C(=O)c1ccccc1)N1CCOCC1)c1ccccc1 (configuration not stated),-3,4,-1,4,-6,-5,-9,-1,0,-0.1
CCc1cc2c(nc1CC)CCCN2CCOC,2,-398,-305,-2,7,-14,5,0,-100,29*
O=C(Nc1ccc(Br)cc1F)C1CC(=O)N(C2CCCCC2)C1 (configuration not stated),2,-5,-2,-1,-6,-3,4,-2,-4,-0.4
CC(=O)NCCc1nc2cc(NC(=O)c3cccs3)ccc2n1C,6,-5,-3,3,-1,-10,-1,11,-6,0.1
O=C(Nc1nc2ccccc2s1)Nc1ccc(F)cc1F,0,-7,0,-3,0,3,-1,1,-3,-0.4
COC(=O)/C=C1/N/C(=N\c2nc(C)cc(C)n2)N(c2cccc(C)c2)C1=O,-6,4,4,1,6,10,-7,2,8,-0.5
CCOc1ccc2nc(SCc3ccc(CC(=O)O)cc3)c(C#N)cc2c1,0,-13,-6,5,-5,-4,4,-1,-16,0.2
O=C(NCc1cccc(Br)c1)C1CC(c2cc(C(F)(F)F)cc(C(F)(F)F)c2)=NO1 (configuration not stated),-1,1,1,-10,-4,10,-8,2,-3,0.4
Cc1ccc(S(=O)(=O)NCc2ccc3[nH]c(C)cc3c2)cc1,-1,-34,-29,10,7,7,-8,-4,1,1.1
C[C@H](O)[C@@H]1C(=O)N2CCc3c([nH]c4cccc(-c5ccccc5)c34)[C@@H]2C[C@@H]1N(C)C(=O)C1CCCCC1,-1,-27,-17,-7,0,-7,-6,1,-13,-1.1
CC(=O)n1cc([C@@H]2C=C(C(=O)NCc3ccccc3)O[C@H](OCCCCO)C2)c2ccccc21,0,-25,-23,-1,4,9,-1,-4,-5,1.0
CC(=O)Nc1cccc(NC(=O)CS(=O)(=O)c2cn(CC(=O)N(C(C)C)C(C)C)c3ccccc23)c1,2,-6,-1,5,2,0,-3,-2,-1,0.3
CC1=C(C(=O)N2CCCCCC2)CC(CC(=O)NC2CCCCC2)C(=O)N1Cc1ccc(C(C)(C)C)cc1 (configuration not stated),1,-1,0,-1,4,1,-6,-1,-5,0.5
O=C(CSC1=NS(=O)(=O)c2ccccc2N1)Nc1ccc(F)cc1,2,-7,1,2,18,-1,1,6,4,0.1
O=C(CN(C(=O)c1csnn1)c1ccc(F)c(Cl)c1)NCc1ccc(F)cc1,-6,-2,-1,5,14,0,7,1,-1,0.5
O=C(CSc1nc2ccccc2o1)NC1CCCC1,-3,-1,0,2,14,7,-1,2,-1,-0.3
CCOc1ccc(CCN2C(=S)N([C@@H](Cc3ccc(O)cc3)CN3CCC[C@@H]3CN3C(=S)NC[C@@H]3CC(C)C)C[C@@H]2Cc2ccccc2)cc1,-2,-3,0,-8,-1,-3,0,-4,4,0.2
Cn1ccc2cc(OCc3ccccc3)ccc21,-1,-2,-2,-7,3,5,4,2,-4,-0.4
CCN(CC)CCCNC(=O)Cn1cc2c(n1)CCC(C)C2 (configuration not stated),1,1,6,1,7,15,-3,2,4,0.5
CCOc1ccccc1NC(=S)NC1CCCCC1,5,0,-2,0,-2,-5,3,3,1,-0.3
Cc1cc(C)c(OCC(=O)Nc2cccc(NC(=O)c3ccco3)c2)c(Br)c1,1,-5,0,-5,15,4,8,-1,8,-0.5
CC1=CC2=NC(=O)CC(C)(C(=O)N(CC(=O)NC3CCCC3)c3cc(C)cc(C)c3)N2C=C1 (configuration not stated),-1,-124,-83,-2,-4,0,-1,1,-275,0.6
Cc1cc(NC(=O)Cc2cn(C)c3ccccc23)ccc1Oc1cccnc1,2,-10,-2,-5,-6,9,3,0,-1,0.7
O=C(CN1c2cccc3cccc(c23)S1(=O)=O)Nc1c(F)c(F)c(F)c(F)c1F,1,-1,7,2,-2,-11,1,7,-11,-0.2
COc1cc(CC(=O)NC2CCCc3ccccc32)cc(OC)c1OC (configuration not stated),0,1,2,-6,1,-10,-3,0,1,0.1
CC(C)(C)NC(=O)C(c1ccc(O)cc1)N(C(=O)CCC(=O)Nc1nccs1)c1ccccc1F (configuration not stated),1,-2,-1,2,-1,6,1,0,0,0.0
COc1ccc(-c2cc3ccccc3oc2=O)cc1,-5,i,i,-4,-7,-5,0,-2,-213,8.1
O=C(NCc1ccccc1CN1CCCC1)C1CCN(S(=O)(=O)c2ccc(Cl)cc2)CC1,3,-5,-3,10,-7,-12,2,20,-6,-0.7
COC(=O)Cc1c(C)c2ccc(OCC(=O)N3CCOCC3)cc2oc1=O,-1,-96,-86,5,-8,7,7,0,-200,4.1
CN(/N=C/c1cccc(Br)c1)C1=NS(=O)(=O)c2ccccc21,2,-3,0,6,8,5,5,3,-3,0.1
COc1ccc(N2CCN(C(=S)NC(C)c3ccccc3)CC2)cc1 (configuration not stated),0,2,0,5,-2,-2,4,-1,0,0.2
CCC(=O)Nc1ccc(S(=O)(=O)NCCc2ccccc2)cc1,-2,-1,7,7,-8,2,-5,0,5,0.2
CCCCCC(NC(=O)C1CCN(C(=O)[C@@H](NS(=O)(=O)c2ccc(C)cc2)C(C)C)CC1)C(=O)O (some centres not stated),0,4,2,-8,-2,-1,-6,1,-1,-0.1
CCOC(=O)C(C)Sc1nc2c(c(=O)[nH]c(=O)n2C)n1Cc1ccc(Cl)cc1 (configuration not stated),0,0,3,2,-8,15,9,1,-1,0.2
CC(C)c1ccc(C2OCC(C)([N+](=O)[O-])CO2)cc1 (configuration not stated),1,2,0,-1,-12,5,5,-1,1,-0.7
CN(C)/C=N/c1sc2c(c1C#N)CCCCC2,1,-1,2,1,10,-2,-3,1,0,-0.4
Cc1sc2nc3n(c(=O)c2c1C)CCCS3,-9,0,-3,6,0,-12,1,0,1,-0.5
CC(C)Oc1cc(F)ccc1-c1cc(C(=O)Nc2cccc(C(F)(F)F)c2)[nH]n1,3,5,0,-1,2,2,8,-1,8,-0.2
CC(C)CN1C(=O)C[C@]2(C(=O)N(C)c3ccc(NC(=O)C(C)(C)C)cc32)C1c1ccccc1 (some centres not stated),-6,-7,-7,-8,/,/,-4,1,-3,0.6
